Compound activity from PubChem.
Growth percent in the NCI-60 one-dose screen (48 h, 10 µM unless noted): 100 = growth as untreated, 0 = no growth, -100 = all killed.
SK-MEL-28 – SK-MEL-28 melanoma; 4.1% of 81,000 active; AID 1794761
M14 – M14 melanoma; 6.2% of 80,000 active
EKVX – EKVX NSCLC; 3% of 71,000 active
SK-MEL-5 – SK-MEL-5 melanoma; 6.4% of 80,000 active
HOP-92 – HOP-92 NSCLC cells | 6.3% of 71,000 active
A549/ATCC – A549/ATCC NSCLC | 3.7% of 81,000 active | AID 1794740
HOP-62 – HOP-62 NSCLC; 3.9% of 80,000 active; AID 1794735
CCRF-CEM – CCRF-CEM leukemia. AID 1794778. 7% of 77,000 active
* hit, by the source's call; . = no result given; [ ] = dose if it differs, or a comment. The calls were made as follows: active = growth percent below 10; inactive = the rest.

1) NS(=O)(=O)c1cccc(Nc2nc(SCC(=O)c3ccc(Br)cc3)nc3ccccc23)c1
2) Cn1cc(-c2nc3ccccc3n2C)c2cccnc21
3) CCOc1ccc2nc(NC(=O)CSC(=S)N3CCN(c4ccccc4)CC3)sc2c1
4) Cn1cc(C2=C(Cl)C(=O)CO2)c2ccccc21
5) O=C(N=C1SCCN1C(=O)c1ccc(Cl)cc1)c1ccc(Cl)cc1
compound no.	1	2	3	4	5
SK-MEL-28	84	107	106	106	88
M14	80	99	119	.	106
EKVX	65	98	119	56	93
SK-MEL-5	59	104	96	95	109
HOP-92	38	103	91	101	100
A549/ATCC	60	104	103	103	91
HOP-62	60	92	107	87	106
CCRF-CEM	69	109	.	95	48

6) CCCCCCCCCCCCCCCCNC(=S)N/N=C/c1ccc(N(CC)CC)cc1
7) CN(C)N=Nc1nn(C(=O)Nc2ccc(Cc3ccccc3)cc2)c2ccccc12
8) O=S1(=O)c2ccccc2Oc2ccccc21
9) CCN(CC)CCOC(=O)C1c2ccccc2Oc2ccccc21
10) CCCN1CCc2c(sc3c2c(N2CCCC2)nc2nnnn23)C1
compound no.	6	7	8	9	10
SK-MEL-28	113	43	99	108	104
M14	115	20	101	108	107
EKVX	98	.	.	.	.
SK-MEL-5	92	-37*	108	100	97
HOP-92	68	.	90	93	.
A549/ATCC	100	32	95	91	102
HOP-62	108	71	93	97	90
CCRF-CEM	83	65	127	99	90

11) CCn1cc(C(=O)O)c(=O)c2cc(F)c(N3CCN(C=O)C(C)C3)c(F)c21 (stereo unspecified)
12) CN(C)CSc1nc2ccccc2s1
13) COc1cccc(-c2nc(Nc3ccc(C)c(S(N)(=O)=O)c3)c3ccccc3n2)c1
14) CCN(CC)C(=O)C(c1ccccc1)C1(O)CCCCC1CN(C)C (stereo unspecified)
15) CC1(C)CC[C@]2(C(=O)O)CC[C@]3(C)C(=CC[C@@H]4[C@@]5(C)C/C(=C/c6ccccc6)C(=O)C(C)(C)[C@@H]5CC[C@]43C)[C@@H]2C1
compound no.	11	12	13	14	15
SK-MEL-28	105	108	69	106	102
M14	109	89	55	105	90
EKVX	111	88	62	113	80
SK-MEL-5	101	97	62	107	93
HOP-92	112	79	.	96	83
A549/ATCC	104	101	37	109	86
HOP-62	101	88	80	111	102
CCRF-CEM	104	84	29	88	77

16) CC(O)CN(CCO)CCN(CC(C)O)CC(C)O (stereo unspecified)
17) S=c1nc2[nH]c3ccccc3c2n[nH]1
18) N=C(N)SCc1ccc([N+](=O)[O-])cc1
19) Clc1ccc(OCc2nc(Cc3ccccc3)n[nH]2)c(Cl)c1
20) CCC(CC)Cc1cccnc1
compound no.	16	17	18	19	20
SK-MEL-28	108	92	110	97	107
M14	106	107	106	97	103
EKVX	.	66	113	95	130
SK-MEL-5	108	90	101	104	109
HOP-92	.	56	103	89	.
A549/ATCC	104	104	101	100	101
HOP-62	105	-1.6*	111	95	117
CCRF-CEM	.	91	120	101	94

21) CC(C)=CC/C=C(/C)[C@H]1CC[C@]2(C)[C@@H]1CC[C@@H]1[C@@]3(C)CC/C(=N/O)C(C)(C)[C@@H]3CC[C@]12C
22) NS(=O)(=O)Oc1ccc(NC(=O)C2CCCCCC2)cc1
23) O=C1Cc2cccc(=O)c(O)c2C(=O)O1
24) CC(=O)/C=C/c1ccc(N(C)Cc2ccc(C(C)(C)C)cc2)cc1
25) NCCNC(=O)Cc1cccc2ccccc12
compound no.	21	22	23	24	25
SK-MEL-28	73[100 µM]	104	110	93	111
M14	61[100 µM]	108	101	79	104
EKVX	72[100 µM]	85	157	106	97
SK-MEL-5	18[100 µM]	101	.	75	97
HOP-92	53[100 µM]	99	.	77	.
A549/ATCC	55[100 µM]	96	105	90	101
HOP-62	74[100 µM]	99	97	98	109
CCRF-CEM	38[100 µM]	89	101	-12*[100 µM]	90

26) COc1ccc(-c2nc3cc(Cl)c(Cl)cc3n2CC(=O)N=Nc2c(O)[nH]c3ccc(OC)cc23)cc1
27) O=C(NNC(=O)N1c2ccccc2C=Cc2ccccc21)c1ccccc1
28) Cc1ccc(-c2nn(-c3ccccc3)cc2/C=C/c2nnc(-c3ccc(F)cc3)o2)cc1
29) O=C1c2c(c3c4cccnc4[nH]c3c3[nH]c4ccccc4c23)C(=O)N1O
30) CC(C)(C)c1ccc(/C=N/NC(=O)c2ccc(-n3cc(-c4ccccc4)nn3)cc2)cc1
compound no.	26	27	28	29	30
SK-MEL-28	49	102	105	100	94
M14	57	110	91	77	96
EKVX	63	92	99	74	90
SK-MEL-5	61	104	108	64	96
HOP-92	.	103	85	71	90
A549/ATCC	60	103	80	93	102
HOP-62	43	114	88	71	108
CCRF-CEM	62	99	99	35	97

31) O=C1NC(=O)C(c2ccccc2)(c2ccccn2)N1 (stereo unspecified)
32) COc1ccc(-c2c(C)nn3c(NCCN4CCOCC4)cc(C)nc23)cc1OC
33) c1coc(CNc2nc3ccccc3n2CCN2CCCCC2)c1
34) Cc1cc(O)ccc1O
35) COc1cc(-c2nc3ccc(-c4nnc(SCc5ccccc5)o4)cc3[nH]2)cc(OC)c1OC
compound no.	31	32	33	34	35
SK-MEL-28	106	103	111	108	72
M14	103	96	104	96	88
EKVX	101	84	.	95	83
SK-MEL-5	100	97	97	89	76
HOP-92	.	108	.	.	67
A549/ATCC	.	97	100	108	97
HOP-62	85	95	100	90	94
CCRF-CEM	106	98	96	19	59

36) Cc1cn(-c2cc(C(=O)NCCNc3nccc(-c4c(-c5ccc(F)cc5)nc5sccn45)n3)cc(C(F)(F)F)c2)cn1
37) O=C1/C(=C\c2cn(-c3ccccc3)nc2-c2ccccc2)CCc2ccccc21
38) O=C(Oc1ccc(C2c3cc(OC(=O)c4ccccc4)c(OC(=O)c4ccccc4)cc3CC3C(=O)OCC32)cc1OC(=O)c1ccccc1)c1ccccc1 (stereo unspecified)
39) COc1ccccc1-c1cn2ccnc2c(-c2ccccc2O)n1
40) C=C(OC(C)=O)c1ccccc1
compound no.	36	37	38	39	40
SK-MEL-28	114	88	105	.	118
M14	94	91	100	81	97
EKVX	119	88	96	103	111
SK-MEL-5	94	95	97	81	101
HOP-92	.	106	77	58	88
A549/ATCC	85	98	79	72	87
HOP-62	100	93	86	93	85
CCRF-CEM	.	103	91	68	84

41) Cc1ccc(-c2cc3nc(C(Cl)Cl)nc(-c4ccc(F)cc4)n3n2)cc1
42) O=C(C[n+]1cc2ccccc2cn1)c1ccc(O)c(O)c1
43) O=C(Oc1c(Cl)c(Cl)c(Cl)c(Cl)c1Cl)c1ccc(Cl)cc1Cl
44) CCOC(=O)N/N=C\C(C)=N\NC(=O)OCC
45) CCN(CC)CCCC(C)Nc1nc(C)cc(COC)n1 (stereo unspecified)
compound no.	41	42	43	44	45
SK-MEL-28	106	106	109	103	99
M14	105	98	89	100	102
EKVX	110	104	88	.	99
SK-MEL-5	97	100	95	109	101
HOP-92	142	93	71	.	70
A549/ATCC	97	99	59	93	106
HOP-62	101	100	82	96	98
CCRF-CEM	99	100	82	94	106

46) CC12CCCC(=O)N1c1ccccc1-c1nc(=O)c(-c3ccc(F)cc3)nn12 (stereo unspecified)
47) CC(=O)C(CO)C(=O)Nc1ccccc1 (stereo unspecified)
48) CC1=NN(c2ccccc2)C(=O)C1C(=O)c1ccccc1 (stereo unspecified)
49) Nc1cccc([N+](=O)[O-])c1C(=O)O
50) CCOC(=O)c1c(C)n2c(=O)cc(C)c3c(OC(C)=O)c(OC(C)=O)cc1c32
compound no.	46	47	48	49	50
SK-MEL-28	104	100	101	112	65
M14	97	99	104	96	83
EKVX	96	.	95	100	93
SK-MEL-5	96	103	99	101	50
HOP-92	96	97	78	84	72
A549/ATCC	98	94	92	90	80
HOP-62	87	93	111	99	81
CCRF-CEM	92	99	88	102	3.6*

Some of the entries so far, tab-delimited.
#	structure	SK-MEL-28	M14	EKVX	SK-MEL-5	HOP-92	A549/ATCC	HOP-62	CCRF-CEM
34	Cc1cc(O)ccc1O	108	96	95	89	.	108	90	19
35	COc1cc(-c2nc3ccc(-c4nnc(SCc5ccccc5)o4)cc3[nH]2)cc(OC)c1OC	72	88	83	76	67	97	94	59
36	Cc1cn(-c2cc(C(=O)NCCNc3nccc(-c4c(-c5ccc(F)cc5)nc5sccn45)n3)cc(C(F)(F)F)c2)cn1	114	94	119	94	.	85	100	.
37	O=C1/C(=C\c2cn(-c3ccccc3)nc2-c2ccccc2)CCc2ccccc21	88	91	88	95	106	98	93	103
38	O=C(Oc1ccc(C2c3cc(OC(=O)c4ccccc4)c(OC(=O)c4ccccc4)cc3CC3C(=O)OCC32)cc1OC(=O)c1ccccc1)c1ccccc1 (stereo unspecified)	105	100	96	97	77	79	86	91
39	COc1ccccc1-c1cn2ccnc2c(-c2ccccc2O)n1	.	81	103	81	58	72	93	68
40	C=C(OC(C)=O)c1ccccc1	118	97	111	101	88	87	85	84
41	Cc1ccc(-c2cc3nc(C(Cl)Cl)nc(-c4ccc(F)cc4)n3n2)cc1	106	105	110	97	142	97	101	99
42	O=C(C[n+]1cc2ccccc2cn1)c1ccc(O)c(O)c1	106	98	104	100	93	99	100	100
43	O=C(Oc1c(Cl)c(Cl)c(Cl)c(Cl)c1Cl)c1ccc(Cl)cc1Cl	109	89	88	95	71	59	82	82
44	CCOC(=O)N/N=C\C(C)=N\NC(=O)OCC	103	100	.	109	.	93	96	94
45	CCN(CC)CCCC(C)Nc1nc(C)cc(COC)n1 (stereo unspecified)	99	102	99	101	70	106	98	106
46	CC12CCCC(=O)N1c1ccccc1-c1nc(=O)c(-c3ccc(F)cc3)nn12 (stereo unspecified)	104	97	96	96	96	98	87	92
47	CC(=O)C(CO)C(=O)Nc1ccccc1 (stereo unspecified)	100	99	.	103	97	94	93	99
48	CC1=NN(c2ccccc2)C(=O)C1C(=O)c1ccccc1 (stereo unspecified)	101	104	95	99	78	92	111	88
49	Nc1cccc([N+](=O)[O-])c1C(=O)O	112	96	100	101	84	90	99	102

Next section
51) COc1ccc(C(=O)C2C(c3ccc(Br)cc3)C3CCCN3C23C(=O)c2ccccc2C3=O)cc1 (stereo unspecified)
52) COc1cc2c(c(OC)c1OC)=NC(=O)/C(=C\c1sc(Nc3ccc(S(N)(=O)=O)cc3)nc1O)C=2
53) COc1ccc(C/C(C)=C(\c2ccc(OCCCN(C)C)cc2)c2ccc(OC(=O)C3CCCCC3)cc2)cc1
54) Cc1cc2nc(C(Cl)Cl)nc(-c3cccnc3)n2n1
55) O=P(CSCCO)(c1ccccc1)c1ccccc1
compound no.	51	52	53	54	55
SK-MEL-28	116	100	110	105	113
M14	103	.	97	99	110
EKVX	88	101	103	111	113
SK-MEL-5	99	100	106	97	106
HOP-92	78	95	96	85	100
A549/ATCC	90	105	82	92	104
HOP-62	94	99	93	88	104
CCRF-CEM	105	99	94	.	109

56) NC(=O)Nc1ccc(C(=O)O)cc1
57) O=[N+]([O-])c1ccc(Cl)c(C(F)(F)F)c1
58) Nc1cc(Br)cc([N+](=O)[O-])c1O
59) Cc1cc2c(O)c(-c3cc(Cl)ccc3Cl)c3sc(=O)oc3c2cc1C
60) NCC(=O)OCc1ccccc1
compound no.	56	57	58	59	60
SK-MEL-28	107	.	105	81	115
M14	103	107	98	81	99
EKVX	98	104	102	95	102
SK-MEL-5	103	110	101	43	102
HOP-92	104	121	109	-15*	95
A549/ATCC	102	95	101	60	91
HOP-62	96	93	109	88	97
CCRF-CEM	106	86	113	54	107

61) O=C(Cn1cc(CN2CCCC2)nn1)Nc1ccc2c(ccn2Cc2ccccc2)c1
62) CC(=O)N1N=C(c2ccc(Nc3ccnc4cc(Cl)ccc34)cc2)CC1c1ccc(Cl)cc1 (stereo unspecified)
63) COc1ccc(C(=O)CSc2n[nH]c(-c3ccncc3)n2)cc1
64) CC(=O)c1ccc2ccccc2c1
65) CCOC(=O)c1sc(NC(=O)c2ccc(OC)cc2)nc1C
compound no.	61	62	63	64	65
SK-MEL-28	109	46	106	115	.
M14	101	48	104	101	95
EKVX	93	36	97	118	95
SK-MEL-5	89	-50*	102	109	.
HOP-92	100	35	91	79	94
A549/ATCC	96	.	102	103	84
HOP-62	100	73	98	107	96
CCRF-CEM	15	31	102	97	82

66) O=C(OCCc1ccccc1)c1ccccc1O
67) CCCCCCCCOc1ccc(/C=N/Nc2cc(C)nc3ccc(Br)cc23)cc1
68) O=C(O)c1cc2cc(OCc3ccccc3)ccc2[nH]1
69) CCN(CC)C(=O)Cn1ccc(NC(C)=O)nc1=O
70) O=[N+]([O-])c1ccc2nc3c4ccccc4c4ccccc4c3nc2c1
compound no.	66	67	68	69	70
SK-MEL-28	109	81	48	114	113
M14	95	54	106	103	90
EKVX	104	85	87	98	82
SK-MEL-5	101	77	84	100	77
HOP-92	104	105	.	.	61
A549/ATCC	105	28	91	104	69
HOP-62	101	88	94	113	90
CCRF-CEM	102	7.7*	98	127	63

71) O=C1NCC2CCCC1C2 (stereo unspecified)
72) COc1cc(-c2nn(-c3cccc(NC(=O)CCN4CCN(c5ccccc5)CC4)c3)cc2-c2ccncc2)ccc1Cl
73) C/C(=N\NC(=O)CSc1nc2ccccc2c(=O)n1CCc1ccc(S(N)(=O)=O)cc1)c1cccnc1
74) O=C1/C(=C/c2cn(-c3ccccc3)nc2-c2cccc([N+](=O)[O-])c2)SC(=S)N1Cc1ccc2c(c1)OCO2
75) C=CCN1C(=O)/C(=C/c2ccccc2)SC1=Nc1ccc(Cl)c(Cl)c1
76) COc1cc(C)ccc1Oc1nc(Nc2ccc(N3CCOCC3)cc2)ncc1N=Cc1cc(Cl)cc(Cl)c1
77) CCNS(=O)(=O)c1ccc(C)cc1
78) CCOC(=O)c1cc(-c2ccc(Cl)cc2)n(-c2ccc(S(N)(=O)=O)cc2)n1
compound no.	71	72	73	74	75	76	77	78
SK-MEL-28	110	29	112	109	113	89	115	101
M14	97	11	104	107	127	74	106	95
EKVX	118	38	94	109	100	85	106	91
SK-MEL-5	107	22	78	105	100	81	140	97
HOP-92	130	4.2*	106	107	102	45	70	85
A549/ATCC	98	16	100	105	101	59	96	95
HOP-62	115	34	100	102	94	79	100	103
CCRF-CEM	104	18	56	101	98	87	90	104

Hits appear at their usual frequency, and some 12% of all compounds hit somewhere here.
